FLuc modulator: qHTS profiling assay for firefly luciferase inhibitor/activator using purifed enzyme and Km concentrations of substrates (counterscreen for miR-21 project). AID 588342, 2011. 360,000 compounds, 6.9% hits. Luciferin 4-monooxygenase (Photinus pyralis), P08659. Potency, µM (titrated, usually from 57.5 µM), without a hit: at the highest dose activity change, negative = inhibition, actives largely listed as inhibitors. purified FLuc, Km substrates, luminescence inhibition;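 also: potency is read from the fitted curve at half-maximal effect; plate controls were vehicle for no effect and reference inhibitor for full effect; nearly all actives have a fitted effect of over 55% in size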
Target sequence (P08659 whole entry, looked up): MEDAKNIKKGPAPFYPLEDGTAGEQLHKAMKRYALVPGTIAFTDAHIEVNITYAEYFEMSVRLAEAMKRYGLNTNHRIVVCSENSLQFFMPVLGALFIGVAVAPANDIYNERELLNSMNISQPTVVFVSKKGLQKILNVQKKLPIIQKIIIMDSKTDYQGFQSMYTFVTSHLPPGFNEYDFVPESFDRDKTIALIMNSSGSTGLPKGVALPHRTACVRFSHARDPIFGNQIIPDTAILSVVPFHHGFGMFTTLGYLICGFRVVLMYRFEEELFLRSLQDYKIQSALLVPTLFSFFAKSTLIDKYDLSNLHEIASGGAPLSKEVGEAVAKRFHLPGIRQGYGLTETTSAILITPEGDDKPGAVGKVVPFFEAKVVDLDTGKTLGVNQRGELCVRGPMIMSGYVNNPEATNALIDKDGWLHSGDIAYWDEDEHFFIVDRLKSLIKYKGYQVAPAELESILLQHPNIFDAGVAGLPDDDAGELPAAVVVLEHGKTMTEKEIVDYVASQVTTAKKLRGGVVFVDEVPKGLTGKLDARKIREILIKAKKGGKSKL
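Purified P. pyralis luciferase, 10 nM final, with Km-level 10 uM D-luciferin and 10 uM ATP in 50 mM Tris acetate pH 7.5, 10 mM Mg acetate, 0.01% Tween-20, 0.05% BSA; 6-point qHTS titration about 60 µM downward; luminescence read.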
KCNH2 3.1 block: qHTS for Inhibitors of KCHN2 3.1: Mutant qHTS; 340,000 compounds, 0.95% hits; activity change, % (tested at about 1.8 µM); U2OS KCNH2 3.1, thallium flux FluxOr; stronger effect = lower value; AID 720553, 2013; Potassium voltage-gated channel subfamily H member 2, brain isoform KCNH2 3.1 (human);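 active = maximum activity change below -70%; inconclusive = maximum activity change from -70% to -50%; inactive = maximum activity change above -50%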;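 also: thallium influx rate constant from kinetic fluorescence after stimulation buffer; % is scaled to controls: 0 for no effect and ±100 for the full control effect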
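Normalized rate constant (relative to positive and negative DMSO controls) derived from a 2 min kinetic fluorescence read after stimulation; U2OS cells expressing the 3.1 isoform via virus at 1.77 x 10^8 /mL.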
Menin MLL FP TR: qHTS Assay for Inhibitors Targeting the Menin-MLL Interaction in MLL Related Leukemias: Competition With Texas Red Labeled MLL-derived Mutant Peptide; Menin + Texas Red MLL mutant peptide, fluorescence polarization; Potency, µM (top dose mostly 61.6 µM), for inactives: at the highest dose FP activity change, negative = inhibition, hits mostly inhibitors; 270,000 compounds, 0.23% hits; active = well fitted inhibition curve with a large enough effect in the polarisation, with a control signal flat, not every such curve was filed as active; inconclusive = small, poorly fitted or top-dose-only effect, or effect the other way, or a change in a side signal; inactive = no such curve, though single readings can be large or run the other way; the % refers to the polarisation; also: potency is read from the fitted curve at half-maximal effect; % of control where 0% means no effect; many of its hits are not listed in these tables
ELG1 repair inh: qHTS screen for small molecules that inhibit ELG1-dependent DNA repair in human embryonic kidney (HEK293T) cells expressing luciferase-tagged ELG1; HEK293T ELG1-luciferase reporter, luminescence, 16 h; DNA damage induced by 5-fluorouridine; Potency, µM (highest dose often 46.1 µM), for inactives: at the top dose activity change, negative = inhibition, hits mostly inhibitors; 330,000 compounds, 2.3% hits; also: potency is read from the fitted curve at half-maximal effect; % is scaled to controls: 0 for no effect and ±100 for the full control effect; nearly all actives have a fitted effect of over 55% in size
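DMSO vehicle served as the neutral condition. Each well held 2,000 cells given 5-fluorouridine plus compound; after 16 hr at 37 °C/5% CO2, ONE-Glo was added and luciferase measured 30 min later.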
PKM2 activator: qHTS Assay for Activators of Human Muscle isoform 2 Pyruvate Kinase; purified PKM2, Kinase-Glo ATP luminescence, activation; response scale: 0% is enzyme alone, no compound; 260,000 compounds, 0.34% hits; Potency, µM (highest dose often 57.5 µM), without a hit: at the top dose activation, actives largely listed as activators; also: potency is read from the fitted curve at half-maximal effect; % is scaled to controls: 0 for no effect and ±100 for the full control effect; nearly all actives have a fitted effect of over 55% in size
Target sequence (P14618 whole entry, looked up, canonical isoform): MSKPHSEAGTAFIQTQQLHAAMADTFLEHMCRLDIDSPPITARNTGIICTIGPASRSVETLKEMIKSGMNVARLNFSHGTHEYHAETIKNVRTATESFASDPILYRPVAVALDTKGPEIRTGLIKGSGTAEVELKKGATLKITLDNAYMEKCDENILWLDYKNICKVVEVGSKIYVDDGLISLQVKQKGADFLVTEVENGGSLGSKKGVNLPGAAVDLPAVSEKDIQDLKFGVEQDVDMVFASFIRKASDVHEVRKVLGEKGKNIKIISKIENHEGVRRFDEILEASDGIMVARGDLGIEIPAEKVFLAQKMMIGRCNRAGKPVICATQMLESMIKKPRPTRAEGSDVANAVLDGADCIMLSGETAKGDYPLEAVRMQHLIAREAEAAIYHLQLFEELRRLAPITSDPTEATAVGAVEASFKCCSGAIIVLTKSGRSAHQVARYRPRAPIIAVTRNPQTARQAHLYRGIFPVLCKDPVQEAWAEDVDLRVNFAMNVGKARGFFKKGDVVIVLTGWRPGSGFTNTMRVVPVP
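Purified hPK-M2 (>95%) run at intermediate activity with 0.1 mM ADP and 0.5 mM PEP in 50 mM imidazole pH 7.2, KCl, MgCl2; 1 h room temperature. ATP formed read by Kinase-Glo luminescence; normalized to uninhibited and no-enzyme controls.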
Mito fusion act: qHTS Assay for Small Molecule Inhibitors of Mitochondrial Division or Activators of Mitochondrial Fusion; S. cerevisiae fusion-defective mutant growth rescue, CellTiterGlo 48 h; Potency, µM (series often up to 46.1 µM), for inactives: at the highest dose growth rescue (activation), most hits filed as activators; 320,000 compounds, 0.23% hits; AID 485298, 2010;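 also: potency is read from the fitted curve at half-maximal effect; % of control where 0% means no effect; nearly all actives have a fitted effect of over 45% in size; temperature-sensitive fusion mutants such as fzo1-1 at 37 °C on non-fermentable ethanol glycerol medium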
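Luminescent cell viability in 1536-well qHTS format served as the measure of rescued growth in ts fusion-mutant S. cerevisiae cultured on non-fermentable YPEG for 48 hours at 37C.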
NPC1 promoter act: qHTS Assay for NPC1 Promoter Activators; Huh7 NPC1 promoter luciferase reporter, 24 h; Potency, µM (highest dose often 9.22 µM), for the others: at the top dose activation, most hits filed as activators; 320,000 compounds, 2.4% hits; AID 485313, 2010;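 also: potency is read from the fitted curve at half-maximal effect; % of control where 0% means no effect; nearly all actives have a fitted effect of over 60% in size; reporter is driven by a mutant NPC1 promoter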
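Luminescence read-out of NPC1 promoter-driven luciferase in stably transfected Huh7 cells; compounds delivered in DMSO and left 24 h at 37C, 5% CO2, qHTS titration format.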
Gal4-VP16 FLuc: VP16 counterscreen qHTS for inhibitors of ROR gamma transcriptional activity; Drosophila S2 Gal4-VP16 UAS-luciferase, luminescence, 20 h; Potency, µM (series often up to 53.6 µM), without a hit: at the top dose activity, negative = inhibition, actives largely listed as inhibitors; 310,000 compounds, 3.5% hits;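 also: Gal4-VP16 expression switched on by copper sulfate through the metallothionein promoter; potency is read from the fitted curve at half-maximal effect; % is scaled to controls: 0 for no effect and ±100 for the full control effect; nearly all actives have a fitted effect of over 50% in size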
RORgamma inh: qHTS for inhibitors of ROR gamma transcriptional activity; Nuclear receptor ROR-gamma (Mus musculus), P51450; Drosophila S2 Gal4-RORgamma UAS-luciferase reporter, 20 h; Potency, µM (top dose mostly 53.6 µM), inactives show at the highest dose activity change, negative = inhibition, actives largely listed as inhibitors; 310,000 compounds, 5.4% hits; AID 2551, 2010; also: potency is read from the fitted curve at half-maximal effect; % is scaled to controls: 0 for no effect and ±100 for the full control effect; nearly all actives have a fitted effect of over 60% in size
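Luminescence from a UAS-regulated Photinus luciferase reporter in stably transfected Drosophila Schneider cells is measured; decreased signal marks ROR gamma inhibition. Fusion expression is induced by 700 uM copper sulfate for 20 hr.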
Rab9 promoter act: qHTS Assay for Rab9 Promoter Activators. Huh7 Rab9 promoter-luciferase reporter, luminescence, 24 h. Potency, µM (top dose mostly 9.22 µM), without a hit: at the highest dose activation, negative = inhibition, actives largely listed as activators. 320,000 compounds, 2.8% hits; also: potency is read from the fitted curve at half-maximal effect; % of control where 0% means no effect; nearly all actives have a fitted effect of over 60% in size
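Huh7 cells stably carrying a Rab9 promoter-luciferase reporter, 1500 cells per well in OP-MEM I with 10% FBS, treated with compound 24 hours at 37C. Luciferase activity read by luminescence after 10 minutes with Amplite reagent.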
MBNL1-CUG inh: qHTS Assay for Inhibitors of MBNL1-poly(CUG) RNA binding; Muscleblind-like protein 1 (Homo sapiens), Q9NR56; TR-FRET MBNL1-His/biotin-(CUG)12 binding, 665/545 ratio; Potency, µM (doses to about 57.5 µM), for inactives: at the top dose activity change, negative = inhibition, usual class: inhibitors; 280,000 compounds, 0.036% hits; AID 2675, 2010; active = well fitted inhibition curve with a large enough effect in the signal ratio, with a control signal flat, not every such curve was filed as active; inconclusive = small, poorly fitted or top-dose-only effect, or effect the other way, or a change in a side signal; inactive = no such curve, though single readings can be large or run the other way; the % refers to the signal ratio; also: potency is read from the fitted curve at half-maximal effect; % is scaled to controls: 0 for no effect and ±100 for the full control effect
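TR-FRET between His-tagged MBNL1 and biotin-(CUG)12 RNA, detected with Tb anti-His antibody (0.055 ng/ul) and streptavidin-XL665 (5 nM), 60 min at room temperature. Compounds titrated 92 nM to 58 uM; 665/545 nm ratio normalized to buffer and complex controls.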
* marks the source's active call; other numbers are inactive results; ? = inconclusive; · = no result given; [ ] = remark or other dose. Unless noted, calls follow the shape of the dose curve; as a rule, active = well fitted curve in the direction sought with a large enough effect; inconclusive = small, poorly fitted or top-dose-only effect, or another doubt; inactive = no such curve, though single readings can be large; an effect the other way counts as inactive or inconclusive.

SMILES	FLuc modulator	KCNH2 3.1 block	Menin MLL FP TR	ELG1 repair inh	PKM2 activator	Mito fusion act	NPC1 promoter act	Gal4-VP16 FLuc	RORgamma inh	Rab9 promoter act	MBNL1-CUG inh
CCCCc1c(O)nc2n(c1=O)CCS2	0%	-10	1%	-1%	-3%	3%	-5%	-3%	13%	2%	-2%
O=C(N1CCOCC1)N1CCN(S(=O)(=O)c2ccc(Cl)cc2)C1	1%	24	1%	4%	3%	-1%	1%	1%	-41%	-4%	0%
CCCCCn1c(=O)c2ccccc2n2c(=S)[nH]nc12	3%	6	6%	-7%	·	11%	3%	?	7.1µM*	-1%	-5%
CCOC(=O)c1cc(-c2csc(COc3ccc(Cl)cc3)n2)on1	0%	9	·	7%	-1%	0%	-7%	-4%	-2%	-11%	·
COCCCNC(=O)c1cc2c(=O)n3cccc(C)c3nc2n(C(C)C)c1=N	0%	-2	4%	3%	-3%	-4%	2%	-5%	-6%	0%	19%
c1csc(-c2nc3ccccc3s2)c1	2.7µM*	7	·	?	-9%	-2%	2.5µM*	-10%	?	3.5µM*	32%[activator]
O=C(CN1CCCC1)Nc1ccc(F)c(Cl)c1	2%	-22	-9%	7%	-2%	0%	-4%	·	·	0%	0%
O=C1OC(=O)c2c(Br)c(Br)c(Br)c(Br)c21	-2%	-9	·	8%	·	-1%	7%	16%	11%	-2%	·
CCOC(=O)C1CCCN(c2c(NCCN(C)Cc3ccccc3)c(=O)c2=O)C1 (stereo unspecified)	6%	-2	-11%	2%	-1%	-3%	-2%	5%	-43%	6%	6%
O=C(NC1CCCCCC1)C(=S)N1CCCC1	0%	7	-1%	4%	-2%	1%	-5%	-1%	9%	18%	-2%
Cc1cccc2cc(CN(CC3CCCO3)C(=O)c3ccncc3)c(=O)[nH]c12 (stereo unspecified)	-1%	-9	-18%	-2%	16%	1%	-4%	-4%	3%	-3%	-2%
COc1cc2c(c(O)c1OC)C(=O)C(OC)CCC2 (stereo unspecified)	-13%	4	20%	-1%	-6%	0%	0%	1%	6%	7%	-1%
Cc1c(C(=O)NCC2CCCO2)sc2nc(-c3ccccc3)cn12 (stereo unspecified)	?	-13	-14%[11.7 µM]	?	10%	6%	26%	0%	0%	30%	3%
CCCCc1cc(=O)oc2cc(OCC(=O)N3C[C@H]4C[C@@H](C3)c3cccc(=O)n3C4)ccc12	-2%	-1	-24%	-27%	-1%	1%	1%	1%	10%	-27%	-9%
NNC(=O)c1ccc(COCC(F)(F)C(F)F)cc1	-1%	-15	·	-4%	-6%	12%	2%	-4%	-31%	-1%	-5%
COc1ccc2[nH]c(=O)c(CN(Cc3cccnc3)Cc3nnnn3CC3CCCO3)cc2c1 (stereo unspecified)	-3%	-10	·	-3%	1%	3%	-1%	-18%	5%	1%	-2%
CCC(C)NC(=O)C1c2ccccc2C(=O)N1Cc1ccc(OC)cc1OC (stereo unspecified)	-1%	-20	-6%	-2%	0%	0%	-1%	2%	-25%	1%	-6%
COc1nc(Nc2ccc(C(C)=O)cc2)nc(OC)n1	-11%	-20	-14%	26%	9%	1%	14%	8%	13%	3%	3%
CN1C(=O)c2ccccc2N(C)C1c1ccccc1Cl (stereo unspecified)	0%	-3	-9%	-16%	6%	11%	-2%	1%	13%	-3%	-5%
Cc1ccc(S(=O)(=O)Nc2ccccc2N2CCOCC2)cc1	4%	7	·	-12%	-3%	4%	-14%	-9%	26%	9%	-1%
COC(=O)c1ccc(Sc2nnnn2-c2ccccc2)c([N+](=O)[O-])c1	1%	11	15%	0%	3%	-7%	0%	?	13µM*	-2%	?
CC(C)(C)C(=O)NC1CCN(CC(=O)Nc2ccc3c(c2)OCO3)CC1	0%	9	2%	-1%	0%	0%	-1%	-14%	-10%	2%	5%
O=C(OC1CCOC1=O)c1ccc(-c2nc3ccccc3s2)s1 (stereo unspecified)	0.19µM*	1	17%	?	-23%	-6%	?	1µM*	3.5µM*	28%	?
COc1ccc(/C=N/NC(=O)c2nc(-c3ccccc3)n(-c3ccccc3)n2)c(O)c1	?	-42	4%	-16%	11%	2%	-21%	6.3µM*	2.2µM*	-20%	14%
CCOC(=O)NC(=S)Nc1ccc(C(C)(C)C)cc1	?	7	·	?	-6%	2%	2%	10µM*	2µM*	22%	-5%
COc1cc(CNCCN2CCOCC2)ccc1OCc1cccc(Cl)c1	-1%	-25	0%	?	3%	-9%	-1%	13%	-8%	-4%	-2%
Oc1c(Cl)cc(Cl)cc1C1Nc2ccccc2-n2cccc21 (stereo unspecified)	4%	11	·	-3%	1%	-1%	-7%	-3%	11%	-5%	5%
S=c1nc(-c2ccccc2)n(Cc2cccnc2)c2c1CCCC2	-1%	19	·	-7%	-3%	2%	3%	7%	4%	-6%	2%
CCC(=O)N1CCc2cc(S(=O)(=O)N3CCN(c4ccccn4)CC3)ccc21	0%	-29	·	?	5%	-1%	3%	10%	11%	-3%	1%
COCCCNC(=O)Cn1cc2c(n1)CCCCC2	1%	1	-15%	0%	5%	-11%	0%	1%	19%	-4%	-12%
CCCCNC(=O)c1ccc(C)c(NC(=O)C2=C(C)OCCS2)c1	1%	-12	2%	-22%	·	3%	1%	5%	8%	-1%	4%
O=C(COC(=O)c1cc(S(=O)(=O)N2CCOCC2)ccc1O)NCc1ccc2c(c1)OCO2	7%	-14	·	9%	·	-3%	1%	·	·	-3%	·
CS(=O)(=O)c1nc(S(=O)(=O)c2ccc(Cl)cc2)c(NCCN2CCOCC2)s1	2%	1	·	16%	·	-3%	0%	1%	3%	-2%	0%
CCc1cccc(CC)c1NC(=O)CN1CC(C)SC1=NC1CCCCC1 (stereo unspecified)	1%	-13	-15%	0%	1%	-2%	-1%	-5%	-22%	-10%	-10%
Brc1ccc(-c2cnc3n2CCCC3)cc1	-15%	?	-7%	3%	-17%	-8%	-3%	?	?	-1%	?
COCCn1c(=N)c(S(=O)(=O)c2ccc(Br)cc2)cc2c(=O)n3ccccc3nc21	0%	3	·	?	·	12%	1%	-5%	1%	-7%	11%
COCCCC1CCN(C(=O)C2CCC(=O)N(C3CCCC3)C2)CC1 (stereo unspecified)	-1%	·	·	7%	2%	-2%	-4%	-2%	0%	-1%	0%
O=c1c(O[C@@H]2O[C@H](CO)[C@@H](O)[C@H](O)[C@H]2O)c(-c2ccc(O)cc2)oc2cc(O)cc(O)c12	·	16	11%	?	·	·	·	2%	3%	·	·
CC(c1ccccc1)n1c(NCCCn2ccnc2)nc2c1c(=O)[nH]c(=O)n2C (stereo unspecified)	-1%	·	2%	-2%	-9%	1%	9%	10%	4%[10 µM]	-7%	-2%
Cc1cc(O)c(C=Nc2ccc(N3CCOCC3)cc2)c(C)c1Cl	4.8µM*	1	-13%	-5%	0%	2%	0%	-4%	41%[1.91 µM]	5%	3%
C=CCn1c(SCC(=O)Nc2ccc(OC)cc2)nc2ccccc2c1=O	6%	-4	?	-1%	5%	1%	1%	-2%	9%	-3%	14%
COc1ccc(CCNc2c(C)c(C)nc3ncnn23)cc1	4%	6	-11%	-1%	17%	2%	-40%[inhibitor]	6.3µM*	-30%	-30%	-16%
Cc1ccnc(NC(=O)c2ccc3c(c2)OCO3)c1	2.1µM*	10	17%	?	-81%	-19%	0.5µM*	?	13µM*	0.45µM*	13%
Cc1ccc(S(=O)(=O)N2CCOCC2)cc1C(=O)N1CCCC1	2%	-2	-2%	14%	·	2%	-7%	6%	0%	1%	-5%

Not all compounds are listed; the hit share may differ from the screen's.
